AGP1-GFP MLPCN: yeast TOR pathway AGP1-GFP modulation. S. cerevisiae AGP1-GFP multiplex flow cytometry, 3 h; GFP as percent of DMSO wells. GFP response vs DMSO, % at 10 µM. actives 0.02% (n = 320,000);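 active = GFP response relative to DMSO above a set limit, near screen average plus 3 SD, cut at about 150% in these data; inconclusive = fewer than 70 cells counted for the yeast strain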;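 also: median GFP channel fluorescence of the gated AGP1 strain per well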
CIT2-GFP yeast: yeast TOR pathway CIT2-GFP modulation. S. cerevisiae CIT2-GFP strain, flow cytometry, 3 h; 100 means same as DMSO wells. GFP response vs DMSO, % at 10 µM. AID 2029. actives 0.065% (n = 320,000);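 active = GFP response relative to DMSO above a set limit, near the screen mean plus 3 SD, cut at about 150% in these data; inconclusive = Fewer than 70 cells measured for a yeast strain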;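 also: ratio of well median GFP fluorescence to mean of DMSO wells on the plate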
RPL19A-GFP yeast: alters RPL19A-GFP fluorescence in TOR pathway yeast screen. S. cerevisiae RPL19A-GFP strain, flow cytometry, 3 h; stronger effect = lower value. percent response vs DMSO, % at 10 µM. actives 0.3% (n = 330,000);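 active = percent response vs DMSO below 50%; inconclusive = fewer than 70 events counted for the yeast strain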;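 also: median channel GFP fluorescence of the barcoded RPL19A-GFP strain; ratio of sample median GFP to plate DMSO average so 100% = DMSO; lower means less RPL19A-GFP as with rapamycin TOR inhibition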
CR mimetic SO: lowers age-related superoxide in aged yeast cells; superoxide response (% of plate mean), % at 10 µM; actives 0.18% (n = 330,000); S. cerevisiae aged cells, superoxide DHE fluorescence; stronger effect = lower value;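 active = superoxide response under a set limit, about three screen SD below normal, cut at about 65% in these data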;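 also: yeast aged for seven days with compound at 30 °C before DHE staining; 100% = average MFI of all compound-treated wells on the plate with controls excluded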
MEP2 TOR yeast: alters MEP2-GFP fluorescence in TOR pathway yeast screen. S. cerevisiae MEP2-GFP strain, flow cytometry GFP, 3 h; 100% = DMSO control level. GFP response vs DMSO, % at 10 µM. actives 0.51% (n = 330,000);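 active = GFP response versus DMSO above a set limit, roughly screen mean plus 3 SD, cut at about 180% in these data; inconclusive = fewer than 70 cells counted for a yeast strain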;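 also: median GFP fluorescence of the barcode-gated MEP2-GFP cells per well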
VLA-4 inh: inhibition in a human VLA-4 binding assay; P13612; VLA-4 expressing cells, ligand binding flow cytometry; inhibition, % (about 7 µM as worked out from the volumes in the protocol); actives 0.2% (n = 330,000); in the data active = inhibition above about 50%
Target sequence (P13612 whole entry, looked up): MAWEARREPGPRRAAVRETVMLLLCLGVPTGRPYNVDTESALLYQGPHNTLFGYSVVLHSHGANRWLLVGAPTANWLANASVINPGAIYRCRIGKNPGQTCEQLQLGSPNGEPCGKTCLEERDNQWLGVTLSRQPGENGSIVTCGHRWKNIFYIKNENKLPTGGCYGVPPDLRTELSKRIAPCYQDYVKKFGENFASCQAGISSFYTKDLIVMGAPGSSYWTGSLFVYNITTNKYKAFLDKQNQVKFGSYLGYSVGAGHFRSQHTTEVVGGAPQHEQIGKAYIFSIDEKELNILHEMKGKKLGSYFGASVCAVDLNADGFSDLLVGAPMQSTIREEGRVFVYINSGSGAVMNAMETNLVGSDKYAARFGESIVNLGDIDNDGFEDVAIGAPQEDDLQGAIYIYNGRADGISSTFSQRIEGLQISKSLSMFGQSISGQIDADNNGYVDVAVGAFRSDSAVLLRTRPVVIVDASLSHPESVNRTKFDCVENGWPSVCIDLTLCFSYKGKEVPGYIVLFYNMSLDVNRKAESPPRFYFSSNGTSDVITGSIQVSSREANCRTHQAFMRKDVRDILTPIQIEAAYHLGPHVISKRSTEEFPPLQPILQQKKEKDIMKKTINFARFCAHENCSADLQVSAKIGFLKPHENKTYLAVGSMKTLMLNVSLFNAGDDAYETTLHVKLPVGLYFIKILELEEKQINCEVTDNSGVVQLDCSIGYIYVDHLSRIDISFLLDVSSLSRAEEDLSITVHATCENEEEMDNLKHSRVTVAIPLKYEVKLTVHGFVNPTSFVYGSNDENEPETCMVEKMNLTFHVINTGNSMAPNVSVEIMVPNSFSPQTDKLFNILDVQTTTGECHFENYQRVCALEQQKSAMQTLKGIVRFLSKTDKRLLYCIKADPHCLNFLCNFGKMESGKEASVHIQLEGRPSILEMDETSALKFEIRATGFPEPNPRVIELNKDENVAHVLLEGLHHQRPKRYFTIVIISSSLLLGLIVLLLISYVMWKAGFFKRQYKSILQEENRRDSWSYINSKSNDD
LAP4-GFP MLPCN: alters LAP4-GFP fluorescence in TOR pathway yeast screen. S. cerevisiae LAP4-GFP multiplex, flow cytometry GFP, 3 h; median GFP as percent of DMSO wells. AID 2023. actives 0.34% (n = 320,000). GFP response vs DMSO, % at 10 µM;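 active = GFP response vs DMSO above a set limit, about the screen mean plus 3 SD, cut at about 150% in these data; inconclusive = under 70 cell events counted for the yeast strain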
GRK2 aptamer HTS: inhibitors of human GRK2 displacing RNA aptamer; P25098; bead flow cytometry, FAM-aptamer displacement from GRK2; inhibition of aptamer binding, % at 10 µM; actives 0.59% (n = 330,000); AID 488847;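 active = inhibition of aptamer binding above 40%, roughly 3 SD of noise, on plates passing a quality check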;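 also: median bead fluorescence of bound FAM aptamer so fluorescent compounds give negative values; no value below 0 was filed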
The depositor's hits bear a star; ? = inconclusive; . = not tested or not shown; [ ] = dose if it differs, or a comment.

mol	AGP1-GFP MLPCN	CIT2-GFP yeast	RPL19A-GFP yeast	CR mimetic SO	MEP2 TOR yeast	VLA-4 inh	LAP4-GFP MLPCN	GRK2 aptamer HTS
Cc1ccc(S(=O)(=O)NCCC(=O)Nc2cccc(Cl)c2)cc1	100.7	101.8	101.5	108.1	97.2	2.3	98.5	3.0
CC(C)(C)c1cccc(Oc2nn[nH]n2)c1	.	101.5	97.1	117.4	100.9	13.3	102.0	10.0
CC(=O)Nc1cccc(C(=O)/C=C/c2ccc(N(C)C)cc2)c1	103.2	120.3	99.8	75.7	121.6	-69.8	117.0	1.0
CCCCCC(=O)NNC1CC(=O)N(c2cccc(OCC)c2)C1=O (stereo unspecified)	88.4	91.5	86.0	77.8	87.5	18.8	92.6	0.0
COc1cccc(NC(=O)CN(C)C(=O)CCCc2nc3ccccc3s2)c1	105.0	99.9	102.8	106.4	107.3	-0.1	100.0	4.0
COc1ccccc1NC(=O)CCN1C(=O)/C(=C\c2cc(OC)c(OC)c(OC)c2)SC1=S	88.5	88.5	89.7	85.8	81.2	-1.9	82.6	0.0
CC[C@@H](C)[C@H](NC(=O)C1CCN(C(=O)[C@@H](NS(=O)(=O)c2ccc(C)cc2)C(C)C)CC1)C(=O)O	104.6	108.8	102.5	110.1	106.6	12.7	97.2	0.0
CN(Cc1ccc2ccccc2c1)C(=O)c1ccc(C(F)(F)F)cc1	97.7	91.9	103.0	98.8	102.0	2.1	101.8	2.0
C[C@H]1CN=C(N(C)C)N1CCCC1CCCC1	104.2	108.8	98.6	104.0	105.3	29.8	96.0	42.0*
N/C(Cc1cccc2ccccc12)=N\OC(=O)c1cccs1	81.6	105.4	105.1	121.4	107.6	-20.8	98.8	1.0
CN(C)S(=O)(=O)c1ccc(NC(=O)C2CC3C=CC2C3)cc1 (stereo unspecified)	104.4	95.6	102.8	110.1	99.8	5.6	97.5	0.0
CCc1ccc(C(=O)Nc2ccc(C)c(NS(C)(=O)=O)c2)cc1	124.0	106.5	98.8	87.6	98.0	1.7	115.5	0.0
O=C(COC(=O)c1ccc(Cl)cc1[N+](=O)[O-])NC(=O)c1ccccc1	106.7	109.7	106.5	106.6	93.8	14.2	103.5	0.0
Cc1ccccc1S(=O)(=O)Nc1nc2ccccc2nc1Cl	97.0	87.2	101.5	80.8	91.4	-5.1	99.5	35.0
COc1ccc(N(Cc2cc3ccccc3[nH]c2=O)S(C)(=O)=O)cc1	101.5	97.0	97.0	89.7	97.9	6.7	103.8	0.0
Cc1ccc(/C=N/NC(=S)NC(C)C)o1	103.5	106.1	104.1	92.2	92.5	-6.0	106.9	0.0
CN(C)c1ccc(N=Cc2nc(-c3ccccc3)oc2OC(=O)c2cccc(Cl)c2)cc1	102.5	105.5	104.6	96.1	98.8	-6.3	95.4	0.0
CCOc1cc(NC(=S)NCCCOC)c(OCC)cc1NC(=O)c1ccco1	103.6	97.1	101.3	95.2	103.4	37.6	103.4	0.0
Cc1cccc(NC(=O)CSCc2c(C)noc2C)c1C	96.5	98.4	103.6	100.3	102.0	7.8	100.3	2.0
COC(=O)c1ccc2[nH]c(C)cc(=O)c2c1	.	113.1	103.0	96.9	112.1	-1.9	110.1	0.0
Cc1cccc(-c2nc(CSCC(=O)N3CCN(c4ccccn4)CC3)c(C)o2)c1	96.9	103.1	98.7	101.3	97.3	-10.6	99.4	3.0
COCCCNc1nc2nonc2nc1N1CCN2CCCC2C1 (stereo unspecified)	106.0	97.5	99.5	99.2	100.2	-1.7	108.0	0.0
COc1cc(/C=C2\CCn3c2nc2cc(C(=O)O)ccc2c3=O)ccc1OC(F)F	96.2	104.2	106.1	96.2	107.3	5.0	93.5	2.0
O=C(Nc1cccc(O)c1)c1ccc(Br)c(S(=O)(=O)N2CCCCC2)c1	97.6	93.9	96.8	92.7	100.9	7.3	102.5	2.0
CC(C)N(C(=O)COC(=O)[C@H](C)NC(N)=O)c1ccccc1	109.2	101.8	101.5	99.8	109.5	0.0	105.8	12.0
CCOC(=O)c1ccc(N=c2sc(C(=O)OC)cc(=O)n2Cc2ccco2)cc1	109.7	116.8	104.6	105.0	101.0	-2.2	109.3	2.0
O=C(NCCc1c[nH]c2ccccc12)c1ccc(-n2cnnn2)cc1	103.4	97.5	98.9	115.9	102.7	9.3	106.6	0.0
Cc1ccc(NC(=S)Nc2cc(C(=O)O)ccc2N2CC3CC(C2)c2cccc(=O)n2C3)cc1C (stereo unspecified)	98.1	99.0	98.3	102.3	103.0	0.5	97.2	0.0
CS(=O)(=O)Nn1cnc2ccccc2c1=O	101.6	101.0	100.3	85.4	106.0	2.7	101.1	3.0
CN(C(=O)COC(=O)c1ccc(Cl)cc1N)C1CCCCC1	87.0	78.5	84.3	100.7	94.7	-8.9	94.6	0.0
Cn1cc(C(=O)c2ccc(Cl)cc2Cl)cc1C(=O)N/N=C(\N)COc1ccc(Cl)cc1Cl	101.1	96.3	100.6	80.6	102.2	3.6	100.1	0.0
CCOC(=O)C(=CNc1cc(Cl)c(-c2ccco2)c(Cl)c1)C(=O)OCC	101.8	93.4	99.8	102.1	97.8	-0.4	113.5	0.0
Cc1noc(NS(=O)(=O)c2ccc(N)cc2)c1C	82.7	76.6	98.7	115.8	90.5	9.4	99.2	2.0
CCOC(=O)N1CCN(C(=O)CSc2nnc(-c3ccc(C)c(C)c3)o2)CC1	92.5	97.7	95.8	96.4	96.6	5.0	106.8	1.0
CCOC(=O)C1=C(C)NC(=O)NC1c1ccc2c(c1)OCCO2 (stereo unspecified)	99.8	99.6	98.3	83.8	99.0	8.7	98.7	3.0
COc1ccc(CN(CC(=O)NCc2ccc(F)cc2)C(=O)CCC(=O)Nc2cc(C)ccn2)cc1	106.9	104.6	100.3	99.1	97.7	5.3	99.5	1.0
O=C(NCc1cccnc1)c1cccc(S(=O)(=O)N2CCOCC2)c1	?	83.1[may fluoresce red]	?	106.4	?	4.8	85.5[may fluoresce red]	1.0
O=C(OCCNC(=O)c1ccc2ccccc2n1)c1cccnc1	96.6	97.8	96.4	122.4	96.6	19.4	106.1	0.0
Cc1ccn(CCC(=O)Nc2ccc(-c3ccno3)cc2)n1	97.0	96.8	98.3	100.7	101.4	23.7	91.2	2.0
CCOc1ccc(CN(C)C(=O)c2ccc3ccccc3n2)cc1	98.7	96.4	102.1	107.7	99.6	4.8	119.3	1.0
C=CCn1c(SCC(=O)NCCOC)nnc1-c1cc2c(s1)CCC(CC)C2 (stereo unspecified)	92.5	97.8	100.8	93.3	97.2	-4.5	85.0	0.0
COc1ccc(NC(=S)Nc2ccc(OCc3ccccc3)cc2)cc1OC	99.0	97.7	98.2	109.4	103.5	14.0	98.2	0.0
CSC(C1CCCC1)n1nnc2ccccc21 (stereo unspecified)	89.4	96.1	98.7	100.6	99.7	-8.6	94.9	3.0
CN1/C(=C\C(=O)CSc2nnc(N)s2)C(C)(C)c2ccccc21	100.8	99.2	104.9	99.3	105.4	-52.9	94.8	7.0
O=S1(=O)CCC(NC2CCCC2)C1 (stereo unspecified)	89.6	92.8	96.5	93.4	103.3	2.5	100.9	0.0
CCCCN(C(=O)NCCCCCCNC(=O)N(CCCC)C1CCS(=O)(=O)C1)C1CCS(=O)(=O)C1 (stereo unspecified)	21.1	96.0	72.3	111.8	133.2	13.0	98.3	0.0
COc1cc(CCC(=O)Nc2ccc(C)c(S(=O)(=O)N3CCCCCC3)c2)cc(OC)c1OC	95.0	93.8	90.8	81.4	105.6	14.4	97.8	0.0
CCN(C(=O)CSc1cc(C)c2ccccc2n1)c1c(N)n(Cc2ccccc2)c(=O)[nH]c1=O	102.8	97.0	95.3	97.2	94.6	-9.7	106.3	2.0
O=C(OCc1nnc(-c2ccccc2)o1)c1ccc2c(c1)OCCO2	77.2	73.5	83.2	101.0	89.2	2.0	91.6	4.0
Brc1ccc(-c2noc(C3CCCCC3)n2)cc1	105.8	111.7	106.1	99.6	105.5	5.3	98.7	0.0
CC(C)NC(=O)c1ccccc1S(=O)c1ccccc1C#N (stereo unspecified)	95.8	98.8	93.9	147.0	99.8	1.4	96.6	0.0
N#C/C(=C\c1cn(Cc2ccccc2C#N)c2ccccc12)C(=O)NCc1cccs1	89.0	90.9	86.2	86.0	91.1	1.5	85.6	6.0
CCOc1ccc(S(=O)(=O)N2CCCC(C(=O)N3CCOCC3)C2)cc1Cl (stereo unspecified)	97.5	101.5	96.6	94.7	99.0	2.9	98.2	2.0
CCOC(=O)c1c(NC(=O)CSc2nncs2)sc(C)c1C	98.1	102.0	100.6	90.6	105.4	0.4	99.2	0.0
COC(=O)c1ccc(OCC(O)CN(CCO)CC(O)Cn2ccc3ccccc32)cc1 (stereo unspecified)	99.7	98.8	105.1	99.1	117.0	5.0	92.7	0.0
CS(=O)(=O)N(CC(=O)NCc1ccccn1)Cc1ccc(Cl)cc1	95.5	100.3	96.1	101.0	100.2	-7.4	102.7	2.0
CNC(=O)C1Cc2ccccc2CN1S(=O)(=O)c1cccs1 (stereo unspecified)	99.9	98.5	100.3	96.6	99.6	8.4	97.1	5.0
O=C(O)CSc1ncnc2sc3c(c12)CCC3	95.9	99.3	100.7	132.6	98.2	1.9	98.2	1.0
COC(=O)C1=C(N)Oc2c(oc(CO)cc2=O)C1c1ccc(F)cc1 (stereo unspecified)	109.1	110.1	89.0	100.7	85.6	-10.1	96.2	2.0
Cc1ccc(S(=O)CCNC(=O)Cc2ccc(Cl)cc2)cc1 (stereo unspecified)	97.0	95.5	95.1	99.5	95.4	1.8	105.1	2.0

Printed as active in GRK2 aptamer HTS, among the entries above:
SMILES | AGP1-GFP MLPCN | CIT2-GFP yeast | RPL19A-GFP yeast | MEP2 TOR yeast | VLA-4 inh | LAP4-GFP MLPCN | GRK2 aptamer HTS
C[C@H]1CN=C(N(C)C)N1CCCC1CCCC1 | 104.2 | 108.8 | 98.6 | 105.3 | 29.8 | 96.0 | 42.0*

The main list resumes, repeating the 2 entries before the break.
mol	AGP1-GFP MLPCN	CIT2-GFP yeast	RPL19A-GFP yeast	CR mimetic SO	MEP2 TOR yeast	VLA-4 inh	LAP4-GFP MLPCN	GRK2 aptamer HTS
COC(=O)C1=C(N)Oc2c(oc(CO)cc2=O)C1c1ccc(F)cc1 (stereo unspecified)	109.1	110.1	89.0	100.7	85.6	-10.1	96.2	2.0
Cc1ccc(S(=O)CCNC(=O)Cc2ccc(Cl)cc2)cc1 (stereo unspecified)	97.0	95.5	95.1	99.5	95.4	1.8	105.1	2.0
Cc1ccc(NC(=O)CNNC(=O)c2cccc([N+](=O)[O-])c2)cc1[N+](=O)[O-]	101.7	107.8	99.1	115.7	104.9	8.9	95.9	0.0
CC(C)CC[C@@H](O)[C@](C)(O)C1CC[C@@]2(O)C3=CC(=O)[C@@H]4C[C@@H](O)[C@@H](O)C[C@]4(C)C3CC[C@]12C (stereo partly specified)	115.8	113.1	104.3	83.5	104.9	0.2	106.6	3.0
COc1ccc(S(=O)(=O)N2CCN(c3ncccn3)CC2)cc1	98.5	91.2	94.1	86.4	96.0	0.0	113.7	3.0
COC(=O)c1cc(=O)n(-c2ccc(C(F)(F)F)cc2)[nH]1	109.0	101.4	105.6	92.6	104.2	29.5	108.6	3.0
Cc1ccccc1SCC(=O)OCC(=O)Nc1ccc(N(C)C)cc1	108.1	105.6	116.8	116.8	107.0	-7.0	109.2	0.0
CNc1ccc(NC(C)=O)cc1[N+](=O)[O-]	103.4	104.3	106.8	93.6	110.8	-2.3	100.3	1.0
